Compound activity as filed in PubChem BioAssay.
HEK293 tox: cytotoxicity counter-screen for GLP-1 receptor inverse agonists | AID 624418 | actives 0.13% (n = 410,000) | HEK293 cAMP-luciferase reporter cells, luminescence, 24 h | Potency, µM (doses to about 38.3 µM), inactives show at the highest dose activity change, negative = inhibition, usual class: inhibitors;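 further: loss of luciferase light is scored as toxicity; potency means the concentration at half of the fitted maximal effect; on the % scale 0 is the no-effect control and ±100 the full control effect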
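MLSMR compounds, 24 hr on cells at 37 deg C/5% CO2; luminescence after luciferase reagent (12 min RT). Inhibition counted as the undesired cytotoxic outcome.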
IL-1B inflam inh: blocks inflammasome-driven IL-1 beta release; actives 4.7% (n = 360,000); activity change, % at 57.5 µM; THP-1 LPS/ATP IL-1B secretion, AlphaLISA, 16 h; hits give low values; in the data active means activity change below about -50%; inconclusive means mostly about -30% to -49%; further: on the % scale 0 is the no-effect control and ±100 the full control effect
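THP-1 cells pretreated 1 hr with compounds (up to 57.5 uM final), then stimulated with LPS (250 ng/mL final) plus ATP (1.25 mM final); secreted IL-1B measured by AlphaLISA after 16 hr, decreased signal indicating inhibition.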
HT1080NT lethal: kills 2HG-producing HT-1080-NT fibrosarcoma cells. Potency, µM (top dose mostly 46.1 µM), inactives show at the highest dose activity, negative = less viability, usual class: cytotoxic. HT-1080-NT fibrosarcoma viability, CellTiter-Glo ATP luminescence, 48 h. actives 1.6% (n = 360,000);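 further: NT is the 2HG producing partner of a matched IDH1 knockdown line; potency means the concentration at half of the fitted maximal effect; 0% = DMSO-treated cells and -100% = media-only wells without cells; nearly all actives have a fitted effect of over 55% in size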
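Fibrosarcoma NT cells, 750 per well in 5% FBS RPMI, were exposed to compound for 48 hours. Viability: CellTiter-Glo luminescence.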
KB-3-1 tox: KB-3-1 parental cell cytotoxicity. AID 1347075. KB-3-1 viability, CellTiter-Glo ATP luminescence, 72 h. actives 1.4% (n = 400,000). Potency, µM (series often up to 46.1 µM), for the others: at the top dose activity change, negative = cytotoxic, usual class: cytotoxic; further: potency means the concentration at half of the fitted maximal effect; on the % scale 0 is the no-effect control and ±100 the full control effect; nearly all actives have a fitted effect of over 60% in size
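Cytotoxicity in the drug-sensitive parental line KB-3-1 was scored as loss of CellTiter-Glo luminescence following 72 h incubation with compound. Values come from curve fitting of normalized concentration-response data.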
SW480 rereplic: induces DNA re-replication in SW480 colon adenocarcinoma cells; SW480 DNA re-replication, Hoechst DNA content imaging, 48 h; Potency, µM (doses to about 46.1 µM), without a hit: top-dose re-replication activation, actives largely listed as activators; actives 1.8% (n = 340,000); AID 624297; further: potency means the concentration at half of the fitted maximal effect; % of control where 0% means no effect; nearly all actives have a fitted effect of over 55% in size
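Treated cells incubate 48 hr (37 C, 5% CO2), are stained 40 min with Hoechst, and nuclear fluorescence is enumerated; a rise in nuclei with high DNA signal marks re-replication.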
KB-V1 MDR tox: KB-V1 MDR subline cytotoxicity. KB-V1 MDR cells viability, CellTiter-Glo, 72 h. AID 1347076. actives 3.4% (n = 400,000). Potency, µM (titrated, usually from 46.1 µM), without a hit: at the highest dose activity change, negative = cytotoxicity, most hits filed as cytotoxic; further: potency means the concentration at half of the fitted maximal effect; on the % scale 0 is the no-effect control and ±100 the full control effect; nearly all actives have a fitted effect of over 60% in size
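Drug-selected KB-V1 cells, grown in DMEM lacking phenol red with 10% FBS, receive compound titrations; after three days at 37 degrees C, surviving cell ATP is quantified by CellTiter-Glo luminescence and responses normalized and curve-fitted.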
MCF10A rerep: inducers of DNA re-replication in MCF 10A breast cells | MCF 10A DNA re-replication, Hoechst nuclear intensity, 48 h | Potency, µM (top dose mostly 46.1 µM), inactives show at the highest dose activity, positive = re-replication, most hits filed as activators | actives 2.9% (n = 350,000); further: potency means the concentration at half of the fitted maximal effect; % of control where 0% means no effect; nearly all actives have a fitted effect of over 50% in size
HT1080 IDH1KD tx: kills HT-1080 cells with IDH1 knockdown. HT-1080 IDH1 knockdown viability, ATP luminescence, 48 h. Potency, µM (doses to about 46.1 µM), inactives show at the highest dose activity, negative = toxicity, most hits filed as cytotoxic. actives 2% (n = 360,000). AID 686971;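 further: potency means the concentration at half of the fitted maximal effect; 0% = DMSO wells and -100% = cell-free medium wells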
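CellTiter-Glo luminescence after 48 h compound exposure at 37 degrees C of IDH1-knockdown HT-1080 cells in 5% FBS RPMI. %Activity scaled between DMSO wells and cell-free media wells, with curves fitted and assigned curve classes.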
D3 ag: activates the human D3 dopamine receptor; D3R DiscoveRx beta-arrestin cells, luminescence, 90 min; actives 0.58% (n = 410,000); AID 652048; max activation, %; P35462; in the data active means max activation above about 30%; further: 0% is about no effect; mostly tested at two doses, the higher about 12 µM
Target sequence (P35462 whole entry, looked up): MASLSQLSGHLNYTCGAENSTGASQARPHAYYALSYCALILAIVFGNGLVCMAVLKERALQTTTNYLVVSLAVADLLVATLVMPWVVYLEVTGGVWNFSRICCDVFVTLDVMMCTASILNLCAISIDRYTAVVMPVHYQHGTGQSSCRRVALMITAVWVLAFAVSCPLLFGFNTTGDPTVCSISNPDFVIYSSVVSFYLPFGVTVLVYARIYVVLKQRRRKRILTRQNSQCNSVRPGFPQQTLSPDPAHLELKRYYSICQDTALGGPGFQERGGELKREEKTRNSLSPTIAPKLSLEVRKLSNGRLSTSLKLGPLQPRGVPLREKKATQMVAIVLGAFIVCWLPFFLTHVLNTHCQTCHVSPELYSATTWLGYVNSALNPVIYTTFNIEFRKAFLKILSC
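Cells at 1500/well, incubated overnight, then treated with pinned compounds (dopamine as control) for 90 min at 37 degrees C. DiscoveRx reagent added for 30 - 60 minutes at room temperature; luminescence read.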
An asterisk follows results filed as active; ? = inconclusive; . = not tested or not shown; [ ] = another dose, or the depositor's remark. Unless noted, the call rests on the fitted dose curve; in most records, active means well fitted curve in the direction sought with a large enough effect; inconclusive means small, poorly fitted or top-dose-only effect, or another doubt; inactive means no such curve, though single readings can be large; an effect the other way counts as inactive or inconclusive. Compounds as they come (roughly 11% active in at least one column).

no.	SMILES	HEK293 tox	IL-1B inflam inh	HT1080NT lethal	KB-3-1 tox	SW480 rereplic
1	CC(C)c1ccc(N(CC(=O)NCc2ccco2)C(=O)CCC(=O)Nc2nccs2)cc1	18%	?	-8%	0%	-8%
2	COc1ccc(-c2cc(C(C)=O)c(C)n2CCC(=O)NCc2ccc(C)cc2)cc1	-12%	.	.	-11%	.
3	Cn1c(N)c(N2CCCCC2)c(=O)n(CC(=O)Nc2ccc(Cl)c(Cl)c2)c1=O	-1%	12	-22%	-13%	-5%
4	CCCCC(=O)N(C)c1c(C)nc2ccc(C(=O)N3CCN(C(=O)c4ccco4)CC3)cn12	-3%	-54*	3%	0%	.
5	C=CCNC(=S)Nc1ccc(Cl)c(S(=O)(=O)N2CCOCC2)c1	9%	20	-1%	-24%	-37%[inhibitor]
6	Cc1cccc(-n2cnc(C(=O)NNC(=S)Nc3ccc(Cl)cc3)c2)n1	-12%	159	-22%	13µM*	?
7	O=C(Oc1ccc2c(c1)O/C(=C\c1ccncc1)C2=O)c1cccs1	63%[activator]	-5	-5%	-1%	17%
8	CCSc1nnc(NC(=O)[C@@H](NC(=O)c2ccccc2F)C(C)C)s1	2%	10	5%	-3%	18%

no.	KB-V1 MDR tox	MCF10A rerep	HT1080 IDH1KD tx	D3 ag
1	-2%	4%	-8%	-7
2	-4%	.	.	-1
3	-14%	-5%	-17%	1
4	5%	.	2%	-6
5	2%	-1%	4%	4
6	-29%	15%	-23%	-4
7	-4%	0%	2%	-1
8	?	-16%	12%	6

An excerpt of these results, bar-delimited:
item | SMILES | HEK293 tox | IL-1B inflam inh | HT1080NT lethal | KB-3-1 tox | SW480 rereplic | KB-V1 MDR tox | MCF10A rerep | HT1080 IDH1KD tx | D3 ag
4 | CCCCC(=O)N(C)c1c(C)nc2ccc(C(=O)N3CCN(C(=O)c4ccco4)CC3)cn12 | -3% | -54* | 3% | 0% | . | 5% | . | 2% | -6
5 | C=CCNC(=S)Nc1ccc(Cl)c(S(=O)(=O)N2CCOCC2)c1 | 9% | 20 | -1% | -24% | -37%[inhibitor] | 2% | -1% | 4% | 4
6 | Cc1cccc(-n2cnc(C(=O)NNC(=S)Nc3ccc(Cl)cc3)c2)n1 | -12% | 159 | -22% | 13µM* | ? | -29% | 15% | -23% | -4
7 | O=C(Oc1ccc2c(c1)O/C(=C\c1ccncc1)C2=O)c1cccs1 | 63%[activator] | -5 | -5% | -1% | 17% | -4% | 0% | 2% | -1
8 | CCSc1nnc(NC(=O)[C@@H](NC(=O)c2ccccc2F)C(C)C)s1 | 2% | 10 | 5% | -3% | 18% | ? | -16% | 12% | 6

(list continues)
no.	SMILES	HEK293 tox	IL-1B inflam inh	HT1080NT lethal	KB-3-1 tox	SW480 rereplic
9	CCOC(=O)c1ccc(NC(=S)N2CCCC2c2ccc(OC)c(OC)c2)cc1 (stereo not drawn)	6%	3	-9%	8%	-10%
10	CCOC(=O)C1=CC[C@@H](c2ccco2)N(S(=O)(=O)c2ccc(C)cc2)[C@H]1C(=O)OCC	2%	1	9%	?	6%[9.22 µM]
11	Cc1ccc(/C=N/n2c(=O)c(C(C)(C)C)nn3cnnc23)cc1	68%[activator]	4	-2%	-4%	-4%
12	O=C(CSc1nc2ccc(Nc3nc(N4CCOCC4)nc(N4CCOCC4)n3)cc2s1)Nc1ccccc1F	-2%	40	7%	13µM*	2.9µM*
13	C/C(=C\c1ccco1)C1C(C#N)=C(N)OC2=C1C(=O)CC(C)(C)C2 (stereo not drawn)	1%	-1	3%	1%	3%
14	CC(C)Oc1ccc(C(=O)Nc2nnc3n2CCS3)cc1	-3%	.	.	-13%	.
15	OCC1CSC(=S)N1Cc1ccccc1 (stereo not drawn)	3%	5	?	0%	.
16	CCc1nc2ccc(C(=O)NCCCn3ccnc3)cn2c1N(C)C(=O)c1cccc(OC)c1	7%	-5	8%	0%	.

no.	KB-V1 MDR tox	MCF10A rerep	HT1080 IDH1KD tx	D3 ag
9	6%	4%	-8%	8
10	-6%	-14%	7%	16
11	5%	-1%	-3%	0
12	2.6µM*	2.1µM*	4%	8
13	4%	4%	7%	-1
14	-13%	.	.	-2
15	6%	.	21%	-9
16	-1%	.	7%	10

Next part:
no.	SMILES	HEK293 tox	IL-1B inflam inh	HT1080NT lethal	KB-3-1 tox	SW480 rereplic
17	COCCCNCC(O)COc1ccccc1F (stereo not drawn)	4%[0.307 µM]	10	18%	-2%	4%
18	CC(C)c1ccc(S(=O)(=O)N2CCN(C(C)C(=O)N3CCCC3)CC2)cc1 (stereo not drawn)	14%	20	3%	-5%	0%
19	O=C(COc1ncnc2sccc12)N1CCc2ccccc2C1	-18%	9	17%	-9%	0%
20	COc1ccc(NC(=O)C23CC4CC(C2)CC(c2ccc(C)cc2)(C4)C3)cc1	-2%[1.53 µM]	-7	0%	-5%	?
21	C=CCNC(=O)C1CCN(S(=O)(=O)c2cccs2)CC1	0%	14	1%	0%	-6%
22	C[C@H](NC(=O)c1nc[nH]c1C(=O)N[C@@H](CCCCN)C(=O)OC(C)(C)C)C(=O)OCc1ccccc1	9%	2	15%	27%	-17%
23	COc1ccc(N2C(=NC(=O)C3CCCCC3)SC3CS(=O)(=O)CC32)cc1 (stereo not drawn)	-2%	2	1%	8%	?
24	CC(C)(C)c1ccc(-c2cc(N)n[nH]2)cc1	-14%	-26	0%	-2%	?

no.	KB-V1 MDR tox	MCF10A rerep	HT1080 IDH1KD tx	D3 ag
17	-2%	0%	11%	-11
18	26µM*	2%	-5%	1
19	-9%	-2%	11%	3
20	?	?	-13%	5
21	-1%	0%	2%	-2
22	14%	1%	17%	5
23	9%	-1%	18%	-14
24	-8%	-9%	-6%	-3

(cont.)
no.	SMILES	HEK293 tox	IL-1B inflam inh	HT1080NT lethal	KB-3-1 tox	SW480 rereplic
25	Cc1ccc(S(=O)(=O)Nc2cc(-c3ccccc3)nn2C)cc1	-15%	?	?	-14%	-2%
26	Cc1cc(S(=O)(=O)NCC(C)C)ccc1OCC(=O)N1CCOCC1	-5%	12	0%	-8%	0%
27	COc1ccccc1-n1c(-c2ccc(NS(C)(=O)=O)cc2)n[nH]c1=S	10%	20	-3%	14%	-6%
28	COc1ccc(OCCCC(=O)OC(C)C(=O)Nc2ccc(S(N)(=O)=O)cc2)cc1 (stereo not drawn)	-3%	25	-1%	5%	7%
29	COC(=O)c1sccc1S(=O)(=O)N1CCN(c2ccccc2OC)CC1	-10%	.	.	-12%	.
30	Cc1cc(C)c(C(=O)OCC(=O)Nc2cccc(S(=O)(=O)N3CCCCC3)c2)c(C)c1	10%	?	-2%	-2%	-1%
31	O=C1NCCN(Cc2c(F)cccc2Cl)C1CC(=O)N1CCCO1 (stereo not drawn)	21%	28	5%	-15%	-11%
32	C=CCCC(=O)N1C[C@H]2CON(C)[C@H]2C[C@H]1c1cccc(N2CCOCC2)c1	-3%	-2	12%	10%	.

no.	KB-V1 MDR tox	MCF10A rerep	HT1080 IDH1KD tx	D3 ag
25	5%	2%	-9%	-1
26	19%	-1%	2%	9
27	10%	-3%	1%	-4
28	25%	13%	5%	5
29	-25%	.	.	2
30	-6%	20%	-5%	5
31	-4%	-2%	-1%	1
32	15%	.	2%	3

(continued)
no.	SMILES	HEK293 tox	IL-1B inflam inh	HT1080NT lethal	KB-3-1 tox	SW480 rereplic
33	COc1ccc(OCC(=O)Nc2ccc3c(c2)n(C)c(=O)n3C)cc1	1%	-1	-2%	-5%	-3%
34	Cc1cc(OCCOCCN(C)CCO)cc(C)c1Cl	5%	-3	0%	-26%	-3%[9.22 µM]
35	Cc1[nH]c2ccccc2c1C(=O)/C=C/c1ccccc1	?	-96*	?	?	?
36	c1ccc(-c2cc3nccc(-c4ccccn4)n3n2)cc1	35%[activator]	-25	5%	0%	-2%
37	C[C@H](CO)N1C[C@H](C)[C@@H](CN(C)S(=O)(=O)c2ccc(F)cc2)Oc2ccc(NC(=O)C3CC3)cc2C1=O	1%	-3	7%	-5%	3%[9.22 µM]
38	CC1CCCC(C)N1C(=O)CSc1nccc(=O)[nH]1 (stereo not drawn)	4%	-10	-4%	0%	-1%
39	CCN(CC)C(=O)Cn1c(=O)n(C)c2ccccc21	37%[activator]	-1	2%	1%	1%
40	CC(C)(C)C1CCc2c(sc3nc(SCC(N)=O)nc(N)c23)C1 (stereo not drawn)	-7%	-19	?	-4%	?

no.	KB-V1 MDR tox	MCF10A rerep	HT1080 IDH1KD tx	D3 ag
33	-8%	-5%	-5%	1
34	-1%	?	-19%	-11
35	0%	?	?	-2
36	-1%	10%	9%	-6
37	0%	9%	11%	6
38	?	-9%	-2%	-1
39	16%	24%	3%	2
40	2%	?	33µM*	13

Following part:
no.	SMILES	HEK293 tox	IL-1B inflam inh	HT1080NT lethal	KB-3-1 tox	SW480 rereplic
41	COC(=O)c1cn(C)c2ccc(S(=O)(=O)N(C)C3CCCCC3)cc2c1=O	-17%	23	-1%	1%	.
42	COc1ccc(-n2nc(C(=O)NCC(=O)N3CCN(Cc4ccccc4)CC3)c3ccccc3c2=O)cc1	-6%	?	4%	-1%	3%
43	O=c1[nH]c(CSc2ccccn2)nc2c1cnn2-c1ccccc1	-10%	-6	0%	-5%	-4%
44	Cn1c(=O)c2c(-c3ccccc3Cl)n(Cc3ccc(Cl)cc3)cc2n(C)c1=O	-5%	.	.	-2%	.

no.	KB-V1 MDR tox	MCF10A rerep	HT1080 IDH1KD tx	D3 ag
41	-7%	.	2%	-3
42	?	2%	2%	-1
43	21µM*	-1%	1%	2
44	6%	.	.	4
